Compound activity (PubChem BioAssay)
GRK2 inh: compounds blocking aptamer binding on GRK2 – biochemical, human GRK2, bead flow cytometry, HTS, primary screen; Beta-adrenergic receptor kinase 1 (Homo sapiens), P25098; FAM-aptamer displacement from GRK2; inhibition of aptamer binding, % at 10 µM; 330,000 compounds, 0.59% hits; AID 488847, 2010;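 active = inhibition of aptamer binding above 40%, roughly 3 SD of noise, on plates passing a quality check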;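 note: median bead fluorescence of bound FAM aptamer so fluorescent compounds give negative values; no value below 0 was filed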
HCV core dimer: inhibitors of HCV core protein dimerization, primary screen, biochemical, TR-FRET, high-throughput | TR-FRET GST/Flag-core106 dimerization, 1536-well | inhibition, % at 5 µM | 300,000 compounds, 0.33% hits | AID 1899, 2009;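 active = inhibition above the mean of all tested compounds plus 3 SD, set per screening campaign, cut at about 45% in these data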
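Material: Tagged HCV core106 pair (GST and Flag) | Amount: GST-core106 13.5 nM, Flag-core106 17 nM | Medium: KF-containing HEPES buffer, pH 7.45, DTT, CHAPS, BSA | Reagent: Eu donor and XL665 acceptor anti-tag antibodies | Schedule: 4 h at 22.5 °C | Technique: Time-resolved FRET, ex 340 nm, em 617 and 671 nm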
PP5 inh: PP5 phosphatase inhibitors, primary screen, biochemical, fluorescence; 320,000 compounds, 0.18% hits; Serine/threonine-protein phosphatase 5 (Homo sapiens), P53041; purified PP5c, OMFP substrate fluorescence; inhibition, % at 6.7 µM; AID 1987, 2009;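 active = inhibition above the campaign's mean inhibition across all tested compounds plus 3 SD, cut at about 9.5% in these data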;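 note: 0% = DMSO only and 100% = 100 µM cantharidin control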
Target sequence (P53041 whole entry, looked up): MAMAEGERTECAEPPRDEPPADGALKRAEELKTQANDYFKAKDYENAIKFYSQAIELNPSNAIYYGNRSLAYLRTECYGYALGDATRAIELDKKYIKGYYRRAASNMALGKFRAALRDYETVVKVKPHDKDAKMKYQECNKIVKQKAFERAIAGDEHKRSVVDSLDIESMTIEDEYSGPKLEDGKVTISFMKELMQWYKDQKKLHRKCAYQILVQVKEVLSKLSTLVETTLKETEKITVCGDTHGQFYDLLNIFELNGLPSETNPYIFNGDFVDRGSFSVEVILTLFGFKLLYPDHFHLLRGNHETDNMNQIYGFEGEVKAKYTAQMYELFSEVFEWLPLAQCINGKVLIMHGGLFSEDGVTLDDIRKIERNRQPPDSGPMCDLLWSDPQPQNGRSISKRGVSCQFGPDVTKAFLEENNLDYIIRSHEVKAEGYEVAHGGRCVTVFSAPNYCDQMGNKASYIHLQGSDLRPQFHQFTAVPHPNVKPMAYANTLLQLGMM
CTSL1 counter: Fasciola hepatica cathepsin L1 inhibitors, primary screen, counter-screen for PFM18AAP inhibitor project, biochemical, QFRET, fluorogenic peptide substrate; 300,000 compounds, 0.49% hits; inhibition, % at 5.96 µM; recombinant F. hepatica cathepsin L1, Z-Leu-Arg-MCA fluorescence; AID 1906, 2009;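 active = inhibition above the mean of all tested compounds plus 3 SD, set per screening campaign, cut at about 17% in these data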;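 note: 0% = plate median of test compound wells and 100% = 1 µM Z-Phe-Ala-diazomethylketone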
proCasp3 act: activators of human procaspase-3 D3A mutant, primary screen, biochemical, absorbance, PC-3 D3A mutant, single concentration. activation, % at 8.5 µM. Caspase-3 (Homo sapiens), P42574. 330,000 compounds, 0.11% hits. recombinant procaspase-3 D3A, Ac-DEVD-pNA absorbance 405 nm;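 active = activation above the mean of all tested compounds plus 3 SD, cut at about 21% in these data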;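 note: 0% = DMSO alone and 100% = DMSO wells spiked with extra 5 µM PC-3 D3A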
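assay system = Procaspase-3 D3A mutant | signal = absorbance at 405 nm, 0 and 120 min | times = 1 h preincubation plus 2 h reaction at 25 °C | repeats = single replicate | read-out = % activation between DMSO and enzyme-spiked controls | medium = Zinc-free HEPES saline buffer with Triton X-100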
VLA-4 inh: inhibition in human VLA-4 binding assay, primary screen, VLA-4 allosteric modulator project, MLPCN library, flow cytometry, VLA-4 expressing cells; ligand binding flow cytometry; 330,000 compounds, 0.2% hits; Integrin alpha-4 (Homo sapiens), P13612; inhibition, % (about 7 µM as worked out from the volumes in the protocol); in the data active = inhibition above about 50%
GASC-1 inh: inhibitors of GASC-1 histone demethylase, primary screen, biochemical, fluorescence, DELFIA europium; Lysine-specific demethylase 4C (Homo sapiens), Q9H3R0; inhibition, % at 2.35 µM; AID 2099, 2009; 330,000 compounds, 0.069% hits; GST-JMJD2C(1-420) H3K9me3 demethylation;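 active = more than half of a compound's replicate wells show inhibition beyond 50%, single wells judged on their own value; inconclusive = some, but no more than half, of replicates pass 50% inhibition; inactive = no replicate passes 50% inhibition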;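 note: signal counts dimethyl H3K9 product captured on neutravidin plate; 0% = median of DMSO wells and 100% = 0.3 times that DMSO median; strong numbers were not always called active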
PP1 inh: PP1-alpha phosphatase inhibitors, primary screen, counter-screen for PP5 inhibitor project, biochemical, fluorescence, OMFP substrate, single point | Serine/threonine-protein phosphatase PP1-alpha catalytic subunit (Homo sapiens), P62136 | 320,000 compounds, 0.9% hits | inhibition, % at 6.7 µM | purified PP1alpha;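 active = inhibition above the mean inhibition of all tested compounds plus 3 SD, computed separately for each screening campaign, cut at about 15% in these data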
proCasp7 act: procaspase-7 activators, primary screen, counter-screen for procaspase-3 activator project, biochemical, absorbance, HTS, human. Caspase-7 (Homo sapiens), P55210. recombinant procaspase-7, Ac-DEVD-pNA absorbance 405 nm; D23A/D198A/D206A triple mutant, cannot self-cleave; scale: DMSO 0, 5 µM enzyme 100. activation, % at 8.5 µM. 330,000 compounds, 0.093% hits;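 active = percent activation above the screen-wide mean plus 3 SD, cut at about 25% in these data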
Target sequence (P55210 whole entry D23A/D198A/D206A): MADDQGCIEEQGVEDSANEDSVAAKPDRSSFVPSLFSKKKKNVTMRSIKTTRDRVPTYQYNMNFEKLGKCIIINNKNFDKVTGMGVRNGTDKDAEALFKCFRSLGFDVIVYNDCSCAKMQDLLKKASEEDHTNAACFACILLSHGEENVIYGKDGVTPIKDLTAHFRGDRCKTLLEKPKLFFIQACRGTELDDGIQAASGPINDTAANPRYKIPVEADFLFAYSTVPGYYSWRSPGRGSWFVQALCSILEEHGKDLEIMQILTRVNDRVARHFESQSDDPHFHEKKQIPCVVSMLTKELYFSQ
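Material: Procaspase-7 triple mutant (PC-7 D3A) | Quantity: 2 µM procaspase-7 mutant as dispensed | Reagent: DEVD-pNA substrate | Times: 1 h preincubation, 2 h reaction | Technique: 405 nm absorbance of p-nitroaniline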
* = called active by the depositor; ? = inconclusive; · = not tested or not shown.

SMILES	GRK2 inh	HCV core dimer	PP5 inh	CTSL1 counter	proCasp3 act	VLA-4 inh	GASC-1 inh	PP1 inh	proCasp7 act
COc1cccc(NC(=O)c2ccc(Cn3cc([N+](=O)[O-])cn3)o2)c1	3	-8	-0.9	-3	-7	10	-1	2	4
COc1cc(-c2ccccc2)[nH]c(=S)n1	3	·	-1.2	·	7	-5	4	-1	1
Oc1ccccc1C=Nc1cccc2ccccc12	1	-1	3.2	-3	3	3	-8	-2	2
CCCS(=O)(=O)N1CCN(Cc2ccccc2C(F)(F)F)CC1	1	3	3.0	3	0	13	4	3	7
Cc1cc(C)c2nc(C)cc(Nc3ccc(C(=O)N4CCOCC4)cc3)c2c1	0	-1	11*	9	1	-8	1	1	6
CC1(C)CC(=O)C2=C(C1)Nc1ccccc1S2	3	-28	-1.7	-3	-15	0	-5	-1	-4
CCCC1CCc2c(sc(NC(=O)OCC)c2C#N)C1 (stereo not drawn)	0	5	5.2	-2	2	4	-6	-4	-5
COc1cccc2[nH]c(C(=O)NN)c(N)c12	2	-13	3.0	-3	2	-3	-6	-3	7
Cn1c(C(=O)N[C@@H](C(=O)O)c2ccccc2)cc2cc(F)ccc21	64*	-9	-1.6	0	-3	17	-4	-3	1
CCOc1cc(-c2cc(-c3ccc(NC(C)=O)cc3)nc(N)c2C#N)ccc1O	1	0	1.7	7	2	2	-3	-2	-2
O=C(NC1CC1)C1CCN(c2ncccn2)CC1	0	7	-0.1	-2	-7	-8	-3	-3	7
O=C(NCCC(c1ccccc1)c1ccccc1)c1cnc2sccn2c1=O	0	9	0.9	1	-4	2	-5	5	8
CC(=O)NC1C(=O)N(Cc2ccccc2)c2ccc(Br)cc21 (stereo not drawn)	1	-4	-1.8	-4	-2	4	9	3	-24
Cc1cc(C)c(S(=O)(=O)N2CCCC(C(=O)N3CCCC3)C2)c(C)c1 (stereo not drawn)	0	-8	3.7	0	0	-4	8	-1	-9
COc1ccccc1NC(=O)Nc1nc(CC(=O)NCc2ccccn2)cs1	3	-10	2.1	-2	4	-8	-18	2	8
CCn1c(O)c(C=NCCN2CCOCC2)sc1=S	1	0	-4.5	2	-15	2	-4	1	-15
CC(=O)C1=C(O)C(=O)N(c2ccc(O)cc2)C1c1ccccc1 (stereo not drawn)	0	1	0.3	-1	4	0	-20	-1	10
COCOc1ccc(C=O)c(O)c1	0	1	2.0	-2	4	-16	1	-4	8
CCOC(=O)c1cnn(CCOC(=O)C2CC2)c1NC(=O)C1CC1	0	4	-0.3	-4	1	7	-11	-4	10
CC1=CS/C(=C(/C#N)C(=O)N2CCCCC2)N1c1ccccc1	3	3	1.0	2	-8	-2	-2	-3	7
COc1ccccc1-c1c(NC(=O)C(C)C)n(C)c2ccccc2c1=O	0	-13	1.1	2	-8	-4	13	0	-1
C=CCNS(=O)(=O)NC(=O)C1=C(N2CCCC2)COC1=O	1	·	·	·	1	1	·	·	2
O=C(c1ccccc1)c1ccc2nc(N3CCN(C(=O)c4ccco4)CC3)c3nncn3c2c1	3	33	5.5	6	-2	55*	-13	14	2
CCOc1ccc(CNS(=O)(=O)c2c(C)nc3sccn3c2=O)cc1OC	2	2	2.7	-1	12	-21	-2	4	-4
COc1ccc(Cc2noc(CN(C)Cc3cccc(-n4cccn4)c3)n2)cc1OC	2	16	1.5	-1	5	3	18	0	-1
Cc1c(NC(=S)NC(=O)c2ccccc2)c(=O)n(-c2ccccc2)n1C	1	-1	-1.8	-7	5	3	0	-2	7
COCC(=O)N1CCN(c2nc3ccccc3o2)CC1	0	10	-3.9	-5	-12	9	-13	6	-2
CCOc1ccc(-c2[nH]ncc2Oc2ccccc2OCC)c(O)c1	0	5	7.5	2	-1	5	-42	1	1
CCOC(=O)C1CCN(CCC(=O)Nc2cc(C)ccc2C)CC1	1	-17	2.4	2	-1	-5	2	-6	12
COc1ccccc1N1C(=S)N=C(Nc2c(C)cccc2C)C12CCCC2	0	-1	1.1	0	6	1	0	-2	-1

Sorted by SMILES length (rising): 3 of the compounds above.
SMILES	GRK2 inh	HCV core dimer	PP5 inh	CTSL1 counter	proCasp3 act	VLA-4 inh	GASC-1 inh	PP1 inh	proCasp7 act
CCOC(=O)C1CCN(CCC(=O)Nc2cc(C)ccc2C)CC1	1	-17	2.4	2	-1	-5	2	-6	12
COc1ccc(Cc2noc(CN(C)Cc3cccc(-n4cccn4)c3)n2)cc1OC	2	16	1.5	-1	5	3	18	0	-1
O=C(c1ccccc1)c1ccc2nc(N3CCN(C(=O)c4ccco4)CC3)c3nncn3c2c1	3	33	5.5	6	-2	55*	-13	14	2

The listing continues:
SMILES	GRK2 inh	HCV core dimer	PP5 inh	CTSL1 counter	proCasp3 act	VLA-4 inh	GASC-1 inh	PP1 inh	proCasp7 act
O=C1CCC/C=C\C[C@@H](CC(=O)N(CCO)Cc2ccccc2)C(=O)NCCO1	18	·	·	·	-4	14	-4	·	1
COCCCN(C(=S)Nc1c(C)cc(C)cc1C)C(C)c1ccccn1 (stereo not drawn)	0	1	-3.0	-10	-4	0	-11	0	-14
CCn1c(NC(=O)c2nn(C)cc2Br)nc2ccccc21	0	-4	-1.0	5	-2	9	-3	0	-3
Cc1ccsc1C1NC(=O)c2c(sc3c2CCN(C)C3)N1 (stereo not drawn)	0	14	0.1	-2	-6	-12	-5	3	-7
CCN(CC(=O)Nc1c(F)cccc1F)C(=O)CCC(=O)c1ccc(C)cc1	2	-2	0.8	-4	4	13	-16	-1	-2
[O-][n+]1c2ccccc2c2n1CCCN=C2c1ccc(Cl)cc1	0	4	-0.5	-3	0	-1	1	-4	1
CC(C)n1c(N2CCN(CC(=O)Nc3ccc4c(c3)OCCO4)CC2)nc2ccccc21	0	1	-0.5	3	4	3	7	2	8
CN(CC(=O)Nc1cccc(F)c1)C(=O)CN1C(=O)NC2(CCCC2)C1=O	1	·	-0.7	·	9	9	12	2	9
CC(C)CN(C(=O)CSc1nc2ccccc2[nH]1)C1CCS(=O)(=O)C1 (stereo not drawn)	0	·	·	·	2	2	-1	·	9
CC1SC(=S)N(c2ccc(N(C)C)cc2)C1=O (stereo not drawn)	10	-4	1.2	2	-13	2	-21	3	-25
COCCn1c(-c2ccccc2)nc2oc3ccccc3c(=O)c2c1=O	0	-4	1.5	2	3	-7	12	-4	7
O=C(COC(=O)C12CC3CC(CC(C3)C1)C2)NCc1ccco1	13	29	-0.2	-4	-7	8	-38	-1	0
CCOC(=O)C(NC(C)=O)C(OC(C)=O)c1cccc(N(CCO)CCO)c1 (stereo not drawn)	1	-6	1.3	-2	5	-11	8	-2	10
Cc1cc(C)n2nc(C(=O)N/N=C/C=C/c3ccccc3)nc2n1	0	-5	1.7	6	4	-1	3	-3	9
CC1(c2cccc([N+](=O)[O-])c2)CC(C)(C)N(C(=O)c2ccccc2)c2ccccc21 (stereo not drawn)	0	-7	3.3	-7	-6	6	-15	7	5
Cc1ccccc1C(=O)N(CC(=O)Nc1sc(C)c(C)c1C(N)=O)C1CCCC1	0	5	3.6	-1	2	-4	1	-7	3
CCOC(=O)C(=O)Nc1ccc(S(=O)(=O)N2CCOCC2)cc1OC	1	-3	-0.5	-1	8	7	7	-3	-8
O=C(CCCCCNC(=O)N1CCn2c1nc1ccccc12)NCc1ccccc1Cl	0	2	-1.1	-1	-6	2	?	0	1

Six entries out of the list above, arranged by the number in proCasp3 act, low to high:
SMILES	proCasp3 act
CC1=CS/C(=C(/C#N)C(=O)N2CCCCC2)N1c1ccccc1	-8
Cn1c(C(=O)N[C@@H](C(=O)O)c2ccccc2)cc2cc(F)ccc21	-3
CCOC(=O)C1CCN(CCC(=O)Nc2cc(C)ccc2C)CC1	-1
Cc1cc(C)c2nc(C)cc(Nc3ccc(C(=O)N4CCOCC4)cc3)c2c1	1
CCCC1CCc2c(sc(NC(=O)OCC)c2C#N)C1 (stereo not drawn)	2
CC(=O)C1=C(O)C(=O)N(c2ccc(O)cc2)C1c1ccccc1 (stereo not drawn)	4

Some of the entries above, reformatted.
molecule | GRK2 inh | HCV core dimer | PP5 inh | CTSL1 counter | proCasp3 act | VLA-4 inh | GASC-1 inh | PP1 inh | proCasp7 act
COCCCN(C(=S)Nc1c(C)cc(C)cc1C)C(C)c1ccccn1 (stereo not drawn) | 0 | 1 | -3.0 | -10 | -4 | 0 | -11 | 0 | -14
CCn1c(NC(=O)c2nn(C)cc2Br)nc2ccccc21 | 0 | -4 | -1.0 | 5 | -2 | 9 | -3 | 0 | -3
Cc1ccsc1C1NC(=O)c2c(sc3c2CCN(C)C3)N1 (stereo not drawn) | 0 | 14 | 0.1 | -2 | -6 | -12 | -5 | 3 | -7
CCN(CC(=O)Nc1c(F)cccc1F)C(=O)CCC(=O)c1ccc(C)cc1 | 2 | -2 | 0.8 | -4 | 4 | 13 | -16 | -1 | -2
[O-][n+]1c2ccccc2c2n1CCCN=C2c1ccc(Cl)cc1 | 0 | 4 | -0.5 | -3 | 0 | -1 | 1 | -4 | 1
CC(C)n1c(N2CCN(CC(=O)Nc3ccc4c(c3)OCCO4)CC2)nc2ccccc21 | 0 | 1 | -0.5 | 3 | 4 | 3 | 7 | 2 | 8
CN(CC(=O)Nc1cccc(F)c1)C(=O)CN1C(=O)NC2(CCCC2)C1=O | 1 | · | -0.7 | · | 9 | 9 | 12 | 2 | 9
